# Fluorescein autfl – compound autofluorescence in fluorescein spectral region. Compound autofluorescence, 480/540 nm, fluorescein-equivalent; stronger effect = higher value. max fluorescein-equivalent concentration, M. 59,000 compounds, 0.91% hits; in the data active means max fluorescein-equivalent concentration above about 10 nM; inconclusive means between about 1.1 nM and that limit
#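 Fluorescein stocks ranging 3 mM down to 300 nM, plus DMSO blanks, were pinned alongside compounds to build a per-plate standard curve. Buffer: 100 mM Tris, pH 8.0. Incubation 15 min, room temperature; filters 480/540 nm.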
# 4-MU autofl – compound fluoresces in the 4-MU spectral region | compound autofluorescence, 340/450 nm, 4-MU equivalents; stronger effect = higher value | max dye-equivalent concentration, M | 59,000 compounds, 11% hits; in the data active means max dye-equivalent concentration above about 10 nM; inconclusive means mostly about 1.1 nM to 9.6 nM
#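 Compounds in 100 mM Tris, pH 8.0, incubated 15 min at room temperature, then fluorescence read at 340 nm excitation/450 nm emission. Signal converted to 4-MU dye-equivalent concentration using an on-plate six-point 4-MU standard curve.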
# Epigenetic mod – epigenetic GFP locus derepression in mouse cells. Potency, µM (series often up to 46.1 µM), for the others: at the highest dose GFP derepression (activation). mouse C127i GFP locus derepression, cytometry, 30 h. 68,000 compounds, 0.09% hits; further: % of control where 0% means no effect
#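 Derepression screen: silenced CMV-GFP reporter in murine C127i cells, 30 h compound incubation at 37 C, washed cells imaged by laser-scanning cytometer to enumerate GFP-expressing objects of 20 to 120 um.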
# FLuc inh – blocks Photinus pyralis firefly luciferase activity; P08659; purified firefly luciferase, luminescence, 8 min; Potency, µM (series often up to 57.1 µM), for inactives: top-dose activity change, negative = inhibition, hits mostly inhibitors; 72,000 compounds, 2.2% hits; AID 411; further: potency means the concentration at half of the fitted maximal effect; on the % scale 0 is the no-effect control and ±100 the full control effect; nearly all actives have a fitted effect of over 40% in size
# Target sequence (P08659 whole entry, looked up): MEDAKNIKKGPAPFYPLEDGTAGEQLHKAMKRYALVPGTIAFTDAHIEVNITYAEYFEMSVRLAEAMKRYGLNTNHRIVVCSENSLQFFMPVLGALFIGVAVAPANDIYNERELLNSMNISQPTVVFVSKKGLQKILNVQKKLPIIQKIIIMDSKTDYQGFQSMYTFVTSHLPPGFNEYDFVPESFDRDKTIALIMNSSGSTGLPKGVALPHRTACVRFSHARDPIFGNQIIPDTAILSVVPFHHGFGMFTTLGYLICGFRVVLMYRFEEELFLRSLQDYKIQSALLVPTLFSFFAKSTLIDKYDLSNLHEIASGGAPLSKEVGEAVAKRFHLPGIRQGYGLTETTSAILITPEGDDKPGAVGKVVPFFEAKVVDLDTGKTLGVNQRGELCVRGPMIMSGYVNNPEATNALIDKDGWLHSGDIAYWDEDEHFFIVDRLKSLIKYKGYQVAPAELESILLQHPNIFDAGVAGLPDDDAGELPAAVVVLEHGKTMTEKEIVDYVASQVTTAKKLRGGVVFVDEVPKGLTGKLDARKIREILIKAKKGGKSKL
#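 Substrate buffer containing 10 uM ATP (pH 7.2 imidazole, Mg2+, KCl, detergent, BSA) is dispensed, compound pinned in, then luciferase/luciferin detector mix added. After 8 min at ambient temperature, light output is measured.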
# UbGFP stabilizer – proteasome inhibitors stabilizing ubiquitin-GFP reporter; Potency, µM (highest dose often 45.9 µM), for the others: at the top dose activation (GFP accumulation), hits mostly activators; 67,000 tested, under 10 active; AID 526; Ubiquitin-GFP reporter cells, proteasome inhibition, GFP fluorescence; response scale: untreated = 0%, 10 µM MG-132 = 100%; active means well fitted activation curve with a large enough effect, not every such curve was filed as active; inconclusive means small, poorly fitted or top-dose-only effect, or another doubt; inactive means no such curve, though single readings can be large or run the other way; further: potency means the concentration at half of the fitted maximal effect
#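 Proteasome blockade was scored as a rise in GFP-expressing U2OS cells carrying a ubiquitin(G76V)-GFP construct, imaged after 4 hr compound treatment at 37 °C across a 46 uM–2.9 nM series.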
# CRE-bla Fsk – modulators of forskolin-stimulated CRE signaling in CHO cells | CHO CRE-bla reporter (cAMP response element driving beta-lactamase), forskolin EC10, beta-lactamase ratio | Potency, µM (top dose mostly 38.2 µM), for the others: at the highest dose activity change, negative = inhibition, actives largely listed as activators | 71,000 compounds, 2.5% hits; active means well fitted activation curve with a large enough effect in the signal ratio, with a control signal flat, not every such curve was filed as active; inconclusive means small, poorly fitted or top-dose-only effect, or effect the other way, or a change in a side signal; the % refers to the signal ratio; further: potency means the concentration at half of the fitted maximal effect; % of control where 0% means no effect
#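 The 460nm/530nm emission ratio after CCF4 loading defined %Activity, from which AC50 values were obtained. CRE-bla CHO cells received compound dilution series together with an EC10 level of NKH 477 for 3 hours at 37 degrees Celsius.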
# A350 autofl – compounds fluorescent in Alexa 350 spectral region. 59,000 compounds, 11% hits. AID 590. Compound autofluorescence, 340/450 nm, Alexa 350 dye-equivalents; stronger effect = higher value. max dye-equivalent concentration, M; in the data active means max dye-equivalent concentration above about 10 nM; inconclusive means mostly about 1.1 nM to 9.6 nM
# Texas Red fluor – compound fluoresces in the Texas Red spectral region; Compound fluorescence, Texas Red channel, 547/618 nm; stronger effect = higher value; max dye-equivalent concentration, M; 59,000 compounds, 0.06% hits; AID 587; in the data active means max dye-equivalent concentration above about 10 nM; inconclusive means between about 1.1 nM and that limit
#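 Spectral interference profiling: each compound concentration's relative fluorescence, read with a 547 nm excitation and 618 nm emission filter pair, was normalized to a per-plate Texas Red standard curve.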
# Hsp90 Hop PPI – changes Hsp90-Hop TPR2A binding signal, up or down; AlphaScreen TPR2A-His6 binding biotin-Hsp90 C-terminal peptide; Potency, µM (top dose mostly 57 µM), inactives show at the highest dose activity change, negative = inhibition; 71,000 compounds, 0.44% hits; AID 595; active means well fitted curve in either direction with a large enough effect; inconclusive means small, poorly fitted or top-dose-only effect, or another doubt; further: potency means the concentration at half of the fitted maximal effect; on the % scale 0 is the no-effect control and ±100 the full control effect; many of its hits are not listed in these tables
# ERK AVP inh – blocks ERK signaling stimulated by vasopressin; HEK293-V1b, vasopressin-stimulated pERK AlphaScreen; Potency, µM (doses to about 57.5 µM), for inactives: top-dose activity, negative = inhibition, hits mostly inhibitors; 72,000 compounds, 0.99% hits; AID 995; further: potency means the concentration at half of the fitted maximal effect; on the % scale 0 is the no-effect control and ±100 the full control effect; nearly all actives have a fitted effect of over 55% in size
#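 qHTS, compounds titrated on V1b-expressing HEK293 cells. Preincubation 30 min at 37C, vasopressin 25 nM for 5 min, lysis 10 min, bead incubation 5 hr at room temperature.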
# HBB splicing – modulators of hemoglobin beta chain splicing; Potency, µM (top dose mostly 46.1 µM), without a hit: top-dose activation, usual class: activators; HBB splicing reporter cell assay, activation; EGFP reporter with mutant IVS2-654 intron; response scale: normalised to 500 nM splice-correcting PNA; 65,000 compounds, 0.06% hits; further: potency means the concentration at half of the fitted maximal effect; 0% is about no effect
#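 Compounds were applied for 2 days to HeLa EGFP-654 cells, 500/well in Optimem with 2% FCS. The reporter's EGFP is disrupted by mis-splicing of beta-globin intron IVS2-654. Readout: summed well GFP fluorescence from 488 nm laser scanning; reference was 500 nM antisense […] 654 PNA.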
# An asterisk follows results filed as active; i = inactive; ? = inconclusive; nt = no result given; & = joins results of further samples; [ ] = dose if it differs, or a comment. Unless noted, the call rests on the fitted dose curve; in most records, active means well fitted curve in the direction sought with a large enough effect; inconclusive means small, poorly fitted or top-dose-only effect, or another doubt; inactive means no such curve, though single readings can be large; an effect the other way counts as inactive or inconclusive. An excerpt; count on the stated rates, not on these rows.
SMILES,Fluorescein autfl,4-MU autofl,Epigenetic mod,FLuc inh,UbGFP stabilizer,CRE-bla Fsk,A350 autofl,Texas Red fluor,Hsp90 Hop PPI,ERK AVP inh,HBB splicing
CCOC(=O)c1cc2ccccc2nc1C,i,i,-4%,1%,3%,11%,?,?,0%,-24%,nt
CCCC(c1nnnn1Cc1ccccc1)N1CCC(C(N)=O)CC1 (stereo unspecified),i,i,-1%,-33%,-6%,-10%,i,?,-4%,3%,1.6%
Cc1ccc(-c2cc(C(=O)NCc3ccco3)no2)cc1,?,i,-2%,-13%,13%,?,i,i,-5%,-7%,-0.8%
CN(C)c1ccc(C2C3C(=O)NC(=O)C3ON2c2ccc(Cl)cc2)cc1 (stereo unspecified),nt,nt,14%,-3%,7%,-10%,nt,nt,-19%,-15%,-0.5%
COCCNC(=O)c1ccc(CS(=O)(=O)c2ccc(C)cc2)o1,i,i,-2%,2%,9%,-13%,i,i,-2%,-5%,-2.1%[1.84 µM]
Cc1cc(-n2nc(C)cc2C)n2ncc(-c3ccccc3)c2n1,i,i,0%,3%,14%,?,i,i,4%,14%,-0.1%[1.84 µM]
O=C(c1cnccn1)N1CCC2(CCCN(Cc3ccncc3)C2)CC1,i,i,0%[9.22 µM],-1%[11.4 µM],-9%,-2%,i,i,-1%,-9%,1.0%
O=C(Nc1ccc2c(c1)oc1ccccc12)c1ccncc1,nt,nt,-2%,-6%,25%,1%,nt,nt,-5%,-11%,-0.2%[9.22 µM]
O=C1CC2(CCCCC2)Oc2ccc(O)cc21,?,?,0%,2%,-1%,?,1.1e-08M*,?,-1%,8%,-0.9%[57.5 µM]
CC(C)Sc1nc2c(cnn2-c2ccccc2)c(=O)[nH]1,nt,nt,nt,-1%,-1%,-5%,nt,nt,-8%,nt,0.2%
COc1ccc2nc(/N=C\N(C)C)sc2c1,i,i,0%,?,-14%,?,i,i,-6%,-4%,-3.7%
CC(=O)N1CCCc2cc(S(=O)(=O)N(C)CCC#N)ccc21,i,i,4%,5%,-9%,-11%,i,i,0%,6%,0.9%
CCOc1ccc(/C(O)=C2/C(=O)C(=O)N(Cc3cccnc3)C2c2ccc(N(C)C)cc2)c(C)c1 (stereo unspecified),i,i,-2%,0%,-5%,?,i,?,-2%,2%,-2.0%
Cc1ccc2oc(=O)c3cnn(CC(=O)N4CCN(c5ccccn5)CC4)c3c2c1,nt,nt,-2%,1%,0%,12%,nt,nt,-6%,-20%,-0.9%
CCn1c(SCC(=O)c2ccc(NS(=O)(=O)c3ccccc3)cc2)nnc1-c1cccs1,i,i,-2%,2%,-1%,?,i,i,-3%,-16%,0.7%
Cn1c(=O)c2[nH]c(CSCc3ccccc3)nc2n(C)c1=O,?,i,14%[9.22 µM],2%[11.4 µM],7%[9.17 µM],5%[7.6 µM],i,i,-3%[11 µM],-8%[11.5 µM],0.1%[9.22 µM]
COCCn1nnnc1C(c1cc(OC)ccc1OC)N1CCc2ccccc2C1 (stereo unspecified),i,i,-1%,0%,4%,0%,i,?,-4%,14%,nt
CCC1CCCCN1Cc1nc2c(c(=O)n(C)c(=O)n2C)n1Cc1ccccc1 (stereo unspecified),nt,nt,nt,3%,-6%,?,nt,nt,-10%,nt,-0.1%
COc1cccc(-c2cc(C(=O)Nc3cnn(Cc4ccc(F)cc4)c3)no2)c1,i,i,1%,4%,-10%,12%,i,i,0%,26%,-1.4%
CCOC(=O)c1c(C)c(C(=O)NCCCN2CCCC2=O)c(C)n1CC,i,i,2%,2%,11%,8%,i,i,-6%,-4%,-0.5%
O=C(Oc1cccc(-n2cnnn2)c1)c1sc2ccccc2c1Cl,i,i,0%,1%,9%,-2%,i,?,-4%,22%,nt
CCC(=O)Nc1cc(C)c(NC(=O)C23CC4CC(CC(C4)C2)C3)cn1,?,?,-2%,2%,0%,4%,?,?,-3%,2%,-0.1%[57.5 µM]
CCNc1nc(NCC)n2c(SCc3ccc(F)cc3)nnc2n1,i,i,-2%,1%,-1%,?,?,?,2%,-14%,-0.5%
O=C(O)/C=C\c1cnc[nH]1,?,i,-2%,0%,0%,1%,i,i,-6%,-8%,0.9%
CSCC[C@@H](C(=O)Nc1ccc2c(c1)OCCO2)N1Cc2ccccc2C1=O,nt,nt,nt,-15%,0%,-7%,nt,nt,-6%[2.3 µM],16%,-1.0%
# (continued)
SMILES,Fluorescein autfl,4-MU autofl,Epigenetic mod,FLuc inh,UbGFP stabilizer,CRE-bla Fsk,A350 autofl,Texas Red fluor,Hsp90 Hop PPI,ERK AVP inh,HBB splicing
COc1cc(C2N=C(c3ccccc3)NO2)cc(Br)c1O (stereo unspecified),?,3.4e-08M*,-1%,-1%,3%,?,4.2e-08M*,i,-5%,-18%,-1.4%
NC(=O)CSc1c[nH]c2ccccc12,?,i,3%[20.6 µM],-2%[25.5 µM],nt,nt,i,i,nt,nt,nt
O=C(CN1CCOCC1)N1CCCc2c1c(=O)oc1ccc(OCc3ccccc3)cc21,i,4.5e-08M*,6%,0%,-2%,2%,4.1e-08M*,i,-4%,4%,-1.1%
CCS(=O)(=O)N1CCN(Cc2nc3ccccc3c(=O)[nH]2)CC1,?,i,-1%,4%,6%,0%,i,i,0%,-12%,-2.1%
CCOC(=O)c1cnc(-n2nc(C)cc2C)nc1NCc1ccc2c(c1)OCO2,?,i,0%,2%,-2%,?,i,i,-2%,-15%,-2.1%
COc1ccc(CNC(=O)c2noc3c2CCCCC3)cc1,i,i,-3%,0%,10%,?,i,i,4%,19%,0.3%
COc1ccc(/C(O)=C2/C(=O)C(=O)N(CCN(C)C)C2c2ccc(OC)c(OC)c2)c(C)c1 (stereo unspecified),?,i,0%,2%,-3%,8%,i,i,-4%,-13%,-0.2%
CCn1c(=O)n(CC(=O)N2CCN(c3ccccc3F)CC2)c(=O)c2ccccc21,i,i,0%,4%,9%,-8%,i,i,-7%,-9%,-0.4%
COc1ccc(-n2c(=O)c(C)nc3cnc(N4CCOCC4)nc32)cc1,i,?,-3%[9.22 µM],0%[11.4 µM],-4%,?,?,i,-4%,-21%,2.0%
CCOc1ccc2nc(NC(NC(=O)CC)(C(=O)OC)C(F)(F)F)sc2c1 (stereo unspecified),i,i,-3%[20.6 µM],-1%[25.5 µM],nt,nt,i,i,nt,nt,nt
COc1cc(OC)c(NC(=O)CCc2nc(-c3cccs3)no2)cc1Cl,i,i,2%,-6%,-5%,?,i,?,-3%,22%,-2.4%
O=C(O)CCc1ccc(-c2cccs2)n1NC(=O)c1ccccc1Br,i,?,4%,1%,-15%,-7%,?,i,-6%,19%,-0.6%
N[C@@H](C(=O)O)c1ccc(C(=O)O)c(C(=O)O)c1,nt,nt,1%&-1%&-1%,-1%&3%&-4%,4%&-7%&-1%,?,nt,nt,-2%&-20%&-3%,7%&21%&7%,nt
CCN1CCN(S(=O)(=O)c2cc(OC)ccc2OC)CC1,i,i,2%,0%,4%,4%,i,i,0%,7%,-0.5%
CCN=C(Nc1cccc(F)c1)SC1CC(=O)N(c2ccc(OC)cc2)C1=O (stereo unspecified),i,i,0%,1%,17%,25%,i,i,3%,17%,-1.6%
CC(=O)Nc1ccc(S(=O)(=O)NCC2CCC(C(=O)N3CCN(c4ccccn4)CC3)CC2)cc1 (stereo unspecified),i,i,0%,0%,-1%,6%,i,i,0%,0%,0.5%
COC(=O)c1sccc1NC(=O)c1ccoc1C,nt,nt,5%,4%,12%,10µM*,nt,nt,2%,-4%,1.3%

# Part of the list above, showing only UbGFP stabilizer and ERK AVP inh.
canonical_smiles,UbGFP stabilizer,ERK AVP inh
N[C@@H](C(=O)O)c1ccc(C(=O)O)c(C(=O)O)c1,4%&-7%&-1%,7%&21%&7%
COC(=O)c1sccc1NC(=O)c1ccoc1C,12%,-4%
O=C1CC2(CCCCC2)Oc2ccc(O)cc21,-1%,8%
CN(C)c1ccc(C2C3C(=O)NC(=O)C3ON2c2ccc(Cl)cc2)cc1 (stereo unspecified),7%,-15%
CCn1c(SCC(=O)c2ccc(NS(=O)(=O)c3ccccc3)cc2)nnc1-c1cccs1,-1%,-16%

# 3 compounds from above, sorted by length of the SMILES, lowest first:
SMILES,Fluorescein autfl,4-MU autofl,Epigenetic mod,FLuc inh,UbGFP stabilizer,CRE-bla Fsk,A350 autofl,Texas Red fluor,Hsp90 Hop PPI,ERK AVP inh,HBB splicing
O=C(O)CCc1ccc(-c2cccs2)n1NC(=O)c1ccccc1Br,i,?,4%,1%,-15%,-7%,?,i,-6%,19%,-0.6%
COc1ccc(-n2c(=O)c(C)nc3cnc(N4CCOCC4)nc32)cc1,i,?,-3%[9.22 µM],0%[11.4 µM],-4%,?,?,i,-4%,-21%,2.0%
O=C(CN1CCOCC1)N1CCCc2c1c(=O)oc1ccc(OCc3ccccc3)cc21,i,4.5e-08M*,6%,0%,-2%,2%,4.1e-08M*,i,-4%,4%,-1.1%
